LMPTP inh = LMPTP (human) inhibition | P24666 | recombinant LMPTP-A, OMFP fluorogenic substrate, fluorescence intensity | inhibition, % at 20 µM | 360,000 compounds, 0.22% hits | AID 651560;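 active = compounds that cut the enzyme signal by at least half of the control window in the single-dose screen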;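 also: plate controls were DMSO wells with enzyme plus substrate for no effect and substrate without enzyme for full effect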
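Test system: LMPTP-A phosphatase enzyme. Amount: LMPTP-A at 0.625 nM final in the reaction. Reagent: OMFP substrate, 400 µM final. Times: 50 min at room temperature. Signal: endpoint fluorescence intensity from OMFP dephosphorylation. Read-out basis: % inhibition. Benchmarks: no-enzyme and uninhibited controls.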
DNMT1 inh = blocks human DNA methyltransferase DNMT1 | AID 588458 | P26358 | 360,000 compounds, 0.83% hits | inhibition (reported as % activation of signal), % at 10 µM | DNMT1 molecular beacon, Hinp1I cleavage, fluorescence; in the data active = inhibition above about 50%
MT1-MMP act inh = inhibitors of human MT1-MMP activation | HT1080 RFP-PRO-GFP cells, GFP/RFP ratio fluorescence, overnight; percent of plate control window, DMSO zero | GFP/RFP ratio change, % at 20 µM | 360,000 compounds, 0.061% hits | AID 651647;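 active = GFP/RFP ratio change of at least 30% with cell ATP level not reduced by more than half and red fluorescence within 50% of control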; also: strong numbers were not always called active
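Assay system – RFP-PRO-GFP reporter HT1080 cells · Compound dosing – single dose of 20 µM compound, 1% DMSO final · Incubation – overnight compound exposure at 37 °C · Measure – GFP/RFP fluorescence ratio · Benchmarks – DMSO wells and RFP-L50D-GFP cells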
SUMO1-SIM PPI = modulators of human SUMO1-mediated protein-protein interactions; P63165; SUMO1 binding to a labelled peptide, TR-FRET, 1 h; inhibition, % at 20 µM; 360,000 compounds, 0.33% hits; in the data active = inhibition above about 37%
Target sequence (P63165 whole entry, looked up): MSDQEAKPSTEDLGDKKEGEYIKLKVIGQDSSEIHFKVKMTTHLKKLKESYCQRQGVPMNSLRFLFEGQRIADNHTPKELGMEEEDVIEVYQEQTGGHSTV
Rpn11 inh = inhibitors of human proteasome Rpn11; O00487; 360,000 compounds, 0.59% hits; calls only at 20 µM; human 26S proteasome, Ub4-pepOG fluorescence polarization; 20S core pre-blocked with epoxomicin;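 active = inhibition at 20 µM, scaled to each plate's controls, above about 33%, limit read from the data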
Target sequence (O00487 whole entry, looked up): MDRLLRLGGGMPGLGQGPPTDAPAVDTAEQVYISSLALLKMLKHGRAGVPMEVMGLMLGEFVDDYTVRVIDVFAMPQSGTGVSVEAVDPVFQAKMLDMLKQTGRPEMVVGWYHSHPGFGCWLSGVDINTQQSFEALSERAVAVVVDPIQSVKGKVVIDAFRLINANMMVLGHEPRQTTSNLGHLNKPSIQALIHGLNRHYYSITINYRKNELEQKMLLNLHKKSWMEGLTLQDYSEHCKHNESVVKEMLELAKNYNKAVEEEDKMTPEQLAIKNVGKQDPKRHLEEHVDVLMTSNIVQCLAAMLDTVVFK
NadD inh = inhibitors of Staphylococcus aureus NadD; purified NadD enzyme, colorimetric absorbance read-out; inhibition, % at 20 µM; 360,000 compounds, 0.78% hits; AID 602399; in the data active = inhibition above about 26%; also: some compounds past the cut are filed as inactive
NRP1-CendR mod = NRP-1/CendR interaction modulation; 360,000 compounds, 0.85% hits; FAM-RPARPAR peptide binding to NRP-1, fluorescence polarization; AID 602438; O14786; inhibition, % at 25 µM;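 active = inhibition or corrected inhibition above about 18%, plus a signal ratio from 0.5 to 1.5, limit read from the data, passing the limit was not always enough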; also: strong numbers were not always called active
STEP inh = inhibitors of human striatal-enriched phosphatase STEP. P54829. recombinant STEP, OMFP fluorogenic substrate, fluorescence. inhibition, % at 20 µM. 360,000 compounds, 0.25% hits;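 active = inhibition at 20 µM, scaled per plate between control wells, above about 37%, limit read from the data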;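 also: 0% = DMSO with enzyme and substrate and 100% = substrate only without enzyme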
Target sequence (P54829 whole entry, looked up): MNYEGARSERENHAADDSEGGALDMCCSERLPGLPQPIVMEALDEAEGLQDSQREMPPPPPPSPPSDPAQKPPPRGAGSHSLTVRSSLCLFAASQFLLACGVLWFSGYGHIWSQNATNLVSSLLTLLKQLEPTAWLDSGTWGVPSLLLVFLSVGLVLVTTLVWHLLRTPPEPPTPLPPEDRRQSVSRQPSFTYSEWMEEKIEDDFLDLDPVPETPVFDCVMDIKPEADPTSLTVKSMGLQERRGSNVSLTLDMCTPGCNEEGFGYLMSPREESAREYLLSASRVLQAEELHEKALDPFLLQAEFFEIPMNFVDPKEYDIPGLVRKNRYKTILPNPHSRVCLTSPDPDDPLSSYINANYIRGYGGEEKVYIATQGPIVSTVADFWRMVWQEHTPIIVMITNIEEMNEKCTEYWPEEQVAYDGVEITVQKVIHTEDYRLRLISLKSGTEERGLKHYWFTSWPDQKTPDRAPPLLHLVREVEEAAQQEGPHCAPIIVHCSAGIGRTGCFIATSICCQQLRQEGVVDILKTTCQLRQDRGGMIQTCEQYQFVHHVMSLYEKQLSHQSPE
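Assay system: isolated STEP enzyme / Timing: 20 min at room temperature, dark / Doses: 20 µM, 1% DMSO / Technique: fluorescence intensity, excitation 480 nm, emission 540 nm / Reagent: fluorogenic phosphatase substrate OMFP at 25 µM final / Measure: percent inhibition scaled to no-enzyme and uninhibited-enzyme controls, plate-pattern corrected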
SKN-1 inh = C. elegans SKN-1 inhibition; C. elegans VP596 Pgst-4::GFP/RFP ratio, acrylamide-induced, 24 h; 360,000 compounds, 0.49% hits; AID 624304; inhibition, % at 21.8 µM;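 active = interference check ratio from 0.5 to 1.5 plus GFP to RFP signal ratio inhibition reaching or exceeding a fixed threshold, cut at about 30% in these data, passing the limit was not always enough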; also: some compounds called inactive have numbers as strong as hits
Scp-1 inhibitor = Scp-1 (human) phosphatase inhibition. Q9GZU7. Recombinant Scp1, phosphopeptide, malachite green phosphate absorbance. inhibition, % at 20 µM. 340,000 compounds, 0.88% hits;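 active = inhibition above about 50% at 20 µM, limit read from the data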;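 also: plate controls were DMSO wells with enzyme for no effect and wells lacking enzyme for full effect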
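Test system – truncated SCP-1 phosphatase (76-261aa) · Reagent – Phosphorylated 17-residue peptide substrate · Incubation – 45 min room-temperature reaction, 5 min colour, 30 min stabiliser · Detection – colorimetric phosphate reagent with accelerator and stabiliser, absorbance at 630 nm · Measure – % inhibition at 20 µM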
* marks the source's active call; other numbers are inactive results; i = inactive; · = no result given; + = active, no number. An excerpt, so the mix of outcomes need not match the whole.

SMILES	LMPTP inh	DNMT1 inh	MT1-MMP act inh	SUMO1-SIM PPI	Rpn11 inh	NadD inh	NRP1-CendR mod	STEP inh	SKN-1 inh	Scp-1 inhibitor
CCCCN1C(=O)/C(=C/c2ccc(N(C)C)cc2)C(=O)N(Cc2ccco2)C1=O	3.1	80*	-63	7	·	34*	-191	-4	40*	22
CCCCCCn1c(=O)c(C(=O)Nc2ncccc2O)c(O)c2ccccc21	20	70*	5	15	i	15	-2	7	-11	0
Cc1ccc(CN2CCN(C)CC2)c(C)c1	-1.3	4	-6	-2	i	0	6	0	11	-5
CC(C)(C)C(=O)O[C@H]1CC[C@@]2(C)C(=CC(=O)C3C2CC[C@]2(C)C(=O)CCC32)C1 (stereo not given in full)	-1.0	3	5	3	i	-1	21	-2	16	-8
CC1CN1P(=S)(c1ccccc1)N1CC1C (stereo not given)	0.7	8	3	3	i	-2	-16	-2	-9	0
CCOc1cc2c(cc1OCC)-n1cccc1C(c1ccc(OC)c(OC)c1)NC2 (stereo not given)	-0.3	-2	-4	-4	i	-8	9	-2	17	-4
CCC(=NCCc1ccccc1)c1c(O)n(C)c(=O)n(C)c1=O	-0.5	1	-2	1	i	-10	3	2	14	-11
N#C/C=C/C#N	-1.3	-4	3	1	i	3	6	2	1	-9
CN1CCN(Cc2ccc(Br)s2)CC1	-2.2	2	3	0	i	6	-2	0	-2	-3
NCCCP(=O)(O)CCc1ccccc1	-1.9	1	-1	2	i	7	7	1	-3	0
c1ccc(CNCCc2ccc3c(c2)OCO3)nc1	0.2	0	-4	-1	i	-2	6	0	6	7
CCOC(=O)C1(c2ccccc2)CCN(CC(=O)Nc2ccc(C)cc2)CC1	-1.1	3	0	-3	i	0	10	0	9	-19
O=C1NC(=O)C2(Cc3ccccc3N3CCCC32)C(=O)N1Cc1ccccc1 (stereo not given)	1.0	-10	-8	15	i	7	-31	-1	-6	-6
c1cc2c(cc1CN1CCNCC1)OCO2	-1.6	-4	1	5	i	-3	-1	1	13	-10
COc1ccc(OC)c(-n2c(O)c(C=Nc3c(C)n(C)n(-c4ccccc4)c3=O)c(=O)[nH]c2=S)c1	-0.6	-2	-12	-10	+	10	-70	0	-1	-2
C=CCn1c(O)c(C(CC)=NCc2cc(OC)cc(OC)c2)c(=O)[nH]c1=O	0.1	2	-18	-2	i	4	-1	1	22	2
COc1ccc(OC)c(-n2c(O)c(C=NCc3ccc4c(c3)OCO4)c(=O)[nH]c2=O)c1	-0.8	-3	4	0	i	-1	10	1	2	0
COc1ccc(-n2c(C)nc3cc(C(=O)N4CCC5(CC4)OCCO5)ccc32)cc1	0.2	2	3	-3	i	-2	12	-3	1	-8
COC(=O)CNC(=O)c1cn(CCC#N)nc1-c1ccc(F)cc1	-1.3	2	1	5	i	-2	-7	-1	0	-5
CCCCn1c(O)c(C(CC)=NC(C)c2ccccc2)c(=O)[nH]c1=O (stereo not given)	0.3	0	-5	-1	i	5	-8	1	11	-8
O=[N+]([O-])[N-][n+]1cnn(Cc2ccccc2)c1	0.6	0	1	8	i	-6	13	-1	-1	6
COc1ccc(NP(=O)(Oc2ccc(Cl)cc2)Oc2ccc(Cl)cc2)cc1OC	3.5	-10	-2	-4	i	1	-12	-3	14	-24
COC(=O)COc1ccc(/C=C2\C(=O)NC(=S)N(c3ccc(C)cc3)C2=O)cc1OC	-0.6	-1	-7	3	i	1	-12	1	17	-4
N#C/C(=C(/O)c1ccc(S(=O)(=O)N(CCCl)CCCl)cc1)c1nc2ccccc2[nH]1	0.9	4	-1	-5	i	0	11	1	-2	-13
CN1CCN(c2nc([N+](=O)[O-])nn2C)CC1	-2.6	-1	-2	-12	i	1	8	-4	9	1
CCOC(=O)C(O)(c1ccc(N(C)C(=O)c2ccc(Cl)c(Cl)c2)cc1)C(F)(F)F (stereo not given)	1.4	-6	-4	2	i	-12	-12	2	14	-14
C[C@H](CO)N1C[C@H](C)[C@@H](CN(C)C(=O)Oc2ccc3ccccc3c2)OCc2cn(nn2)CCCC1=O	-1.8	2	4	2	i	5	5	3	-2	·
CN1CCN(c2c[nH]c(=O)[nH]c2=O)CC1	-1.5	-1	-4	-3	i	1	0	-11	1	-1
Cc1cc(C)cc(-n2c(C)cc(/C=C3\C(=O)NC(=O)N(C)C3=O)c2C)c1	-0.7	5	-1	5	i	4	-4	-3	10	0
CC1=CC(=O)OC2CC3OC4C[C@@H](C)C5OC6CC7O[C@]8(C)C/C=C\C9OC%10CC%11OC(CC(C)CO)CC(O)[C@]%11(C)OC%10CC9OC8C[C@]7(C)O[C@]6(C)CCC5OC4C[C@]3(C)OC12 (stereo not given in full)	1.2	-7	14	7	i	-9	1	8	4	-5
Cc1cc(/C=C2\C(=O)NC(=O)N(Cc3ccccc3)C2=O)c(C)n1C1CC1	0.3	-6	-7	-5	i	4	-23	-4	11	-3
COc1ccc(CCNC2CCCCC2)cc1	-1.8	-6	-2	-3	i	1	-2	0	-5	-1
CC(C)c1ccc(N2C(=O)NC(=O)/C(=C\c3cnc(-c4ccccc4)nc3)C2=O)cc1	0.5	2	-16	-1	i	4	-23	-1	-8	4
OC(c1ccccc1)(c1ccccc1)c1ccncc1	-0.2	0	1	1	i	1	2	-5	-6	-1
NC(=O)c1c(NC(=O)c2ccc(S(=O)(=O)N(CCCl)CCCl)cc2)sc2c1CCCCC2	-4.5	33	-3	1	i	3	10	-2	8	-34
CCC(NC(=O)OC(C)(C)C)C(=O)Oc1cc(C)cc2oc(=O)c3c(c12)CCC3 (stereo not given)	0.5	7	1	2	i	-4	0	2	28	-7
c1cc(CNCCc2ccc3c(c2)OCO3)ccn1	0.2	0	-2	1	i	-6	-1	0	8	15
Cc1cc(C(=O)OCC(=O)Nc2ccccc2F)c(C)n1C1CC1	0.7	-2	3	-2	i	1	-9	0	18	49
COc1ccc(CC(=O)N2CCN(C)CC2)cc1OC	-5.2	14	1	0	i	3	-8	0	8	-5
CC(C)CCCn1c(O)c(/C=C2/C=CC=N2)c(=O)[nH]c1=O	0.3	0	-48	-7	i	-1	-18	1	9	-10
Cc1ccc(/C=C2\C(=O)NC(=O)N(Cc3ccccc3Cl)C2=O)o1	0.4	8	0	12	i	12	-12	-5	18	-6
O=C(c1ccc(F)c([N+](=O)[O-])c1)N1CC2CC(C1)c1cccc(=O)n1C2 (stereo not given)	-1.4	1	-1	-14	i	4	1	-1	4	-1
CCCC(=O)OCC[N+](C)(C)C	-1.8	1	5	5	i	-3	-5	-3	6	-1
COc1ccc(NP(=O)(Oc2ccccc2OC)Oc2ccccc2OC)cc1	-1.2	-4	-1	-2	i	0	4	-2	1	-7
CC1(C)C2([N+](=O)[O-])CN3CN(C2)CC1([N+](=O)[O-])C3	-1.3	6	3	39*	i	-1	10	1	10	7
CC(C)(C)NS(=O)(=O)c1ccc(OCC(=O)N2CCN(Cc3ccccc3)CC2)cc1	0.4	2	0	-1	i	-9	-5	2	-10	2
CCCNC(=O)N1[C@H]2CC[C@@H]1C(C(=O)OC)=C(c1ccc(OC)c(OC)c1)C2	1.0	1	1	-2	i	1	15	1	22	0
COC(=O)C1=C(c2ccc(C(C)=O)cc2)C[C@@H]2CC[C@H]1N2C(=O)NCc1ccc(F)cc1	-0.5	8	0	-3	i	-5	-2	2	0	-14
Cc1cc(NC(=O)CCl)nn1C	-1.4	4	4	-2	i	5	2	-2	-6	4
COc1cc(C(=O)N2Cc3ccc(Br)cc3-n3nncc3C2)cc(OC)c1OC	-1.3	3	5	1	i	1	12	-2	3	·

Exported as a markdown table: entries from further up.
| Compound | LMPTP inh | DNMT1 inh | MT1-MMP act inh | SUMO1-SIM PPI | Rpn11 inh | NadD inh | NRP1-CendR mod | STEP inh | SKN-1 inh | Scp-1 inhibitor |
| --- | --- | --- | --- | --- | --- | --- | --- | --- | --- | --- |
| CCCNC(=O)N1[C@H]2CC[C@@H]1C(C(=O)OC)=C(c1ccc(OC)c(OC)c1)C2 | 1.0 | 1 | 1 | -2 | i | 1 | 15 | 1 | 22 | 0 |
| COC(=O)C1=C(c2ccc(C(C)=O)cc2)C[C@@H]2CC[C@H]1N2C(=O)NCc1ccc(F)cc1 | -0.5 | 8 | 0 | -3 | i | -5 | -2 | 2 | 0 | -14 |

Additional records follow.
SMILES	LMPTP inh	DNMT1 inh	MT1-MMP act inh	SUMO1-SIM PPI	Rpn11 inh	NadD inh	NRP1-CendR mod	STEP inh	SKN-1 inh	Scp-1 inhibitor
CN(C)c1ccc(/C=C/C=C/c2sc3ccccc3[n+]2C)cc1	16	-6	29	-45	i	-10	-9	4	84	-4
CC(=O)NC(Cc1ccc(N(CCCl)CCCl)cc1)C(=O)O (stereo not given)	-0.4	1	-3	-2	i	-6	-4	-1	-1	-5
O=C1Nc2ccccc2C(c2ccccc2)=NC1O (stereo not given)	-0.9	1	1	2	i	1	-11	1	8	-3
COC(=O)C1=C(C(=O)OC)SC2(S1)C(C(=O)OC)=C(C(=O)OC)Sc1c2ssc1=O	8.3	-26	-4	-34	+	1	11	9	-22	-13
CSc1ccc(CN2CCN(C(=O)COc3cccc(C)c3)CC2)cc1	-0.4	1	4	2	i	-3	3	0	4	2
c1ccc2c(c1)-c1cccc3cccc-2c13	1.9	-5	1	3	i	3	10	2	33	-13
CCOC(=O)CCN=Cc1c(O)n(-c2ccc(Br)cc2)c(=O)[nH]c1=O	-1.4	-3	-28	-2	i	1	8	-4	-7	-4
CCCCCn1c(=O)c(C(=O)Nc2cc(C)ccn2)c(O)c2ccccc21	2.2	10	-13	2	i	6	-4	0	4	-4
CN1CCN(c2c(C#N)c(C(F)(F)F)nn2C)CC1	-0.6	0	9	1	i	4	6	2	3	-6
COc1cc(C2c3cc4c(cc3CC3COC(=O)C32)OCO4)cc(OC)c1OC (stereo not given)	-1.0	-4	18	5	i	-6	2	1	17	4
CCOc1ccc(-n2c(O)c(C=NCCCn3ccnc3)c(=O)[nH]c2=O)cc1	-5.2	-2	-7	-2	i	-9	-14	1	-18	2
N#C/C(=C\c1cccc(O)c1)C(=O)O	-2.8	3	4	-6	i	3	-2	-1	8	·
CC(=Nc1ccccc1N)c1c(O)n(C)c(=O)n(C)c1=O	0.0	1	0	3	i	9	-5	-2	13	-4
COc1ccc(-n2c(SCCN(C)C)nc3ccccc3c2=O)cc1	-2.5	-2	-3	1	i	-2	19	1	10	-7
CC=C(CC)C1(CCC)C(=O)NC(=S)NC1=O	-2.9	-1	0	-3	i	1	-1	-4	-2	5

Compound activity (PubChem BioAssay)
